Source: PubChem
GPT2 inh: Primary qHTS assay for inhibitors of Glutamate pyruvate transaminase 2 (GPT2) | Recombinant GPT2, coupled pyruvate oxidase/HRP Amplex Red fluorescence | Alanine aminotransferase 2 (Homo sapiens), Q8TD30 | Potency, µM (titrated, usually from 57.7 µM), inactives show at the top dose activity change, negative = inhibition, hits mostly inhibitors | hit rate 0.25% among 100,000 | AID 1671188, 2021; also: potency is read from the fitted curve at half-maximal effect; nearly all actives have a fitted effect of over 60% in size; many of its hits are not listed in these tables
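Recombinant GPT2 (10ng/uL) with 250uM a-KG and 2mM L-alanine, 30 min at room temperature, in HEPES pH 7.5 buffer. Pyruvate detected by pyruvate oxidase/HRP/Amplex Red fluorescence after 30 min in the dark; AOA (50uM) as positive control.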
FLuc inh: Firefly luciferase inhibition profiling of diverse chemical library using quantitative high-throughput screening; Luciferin 4-monooxygenase (Photinus pyralis), P08659; purified P. pyralis luciferase, luminescence, biochemical; Potency, µM (titrated, usually from 115 µM), for inactives: top-dose activity change, negative = inhibition, usual class: inhibitors; hit rate 2.5% among 76,000; AID 1347043, 2019; also: potency is read from the fitted curve at half-maximal effect; nearly all actives have a fitted effect of over 65% in size
Target sequence (P08659 whole entry, looked up): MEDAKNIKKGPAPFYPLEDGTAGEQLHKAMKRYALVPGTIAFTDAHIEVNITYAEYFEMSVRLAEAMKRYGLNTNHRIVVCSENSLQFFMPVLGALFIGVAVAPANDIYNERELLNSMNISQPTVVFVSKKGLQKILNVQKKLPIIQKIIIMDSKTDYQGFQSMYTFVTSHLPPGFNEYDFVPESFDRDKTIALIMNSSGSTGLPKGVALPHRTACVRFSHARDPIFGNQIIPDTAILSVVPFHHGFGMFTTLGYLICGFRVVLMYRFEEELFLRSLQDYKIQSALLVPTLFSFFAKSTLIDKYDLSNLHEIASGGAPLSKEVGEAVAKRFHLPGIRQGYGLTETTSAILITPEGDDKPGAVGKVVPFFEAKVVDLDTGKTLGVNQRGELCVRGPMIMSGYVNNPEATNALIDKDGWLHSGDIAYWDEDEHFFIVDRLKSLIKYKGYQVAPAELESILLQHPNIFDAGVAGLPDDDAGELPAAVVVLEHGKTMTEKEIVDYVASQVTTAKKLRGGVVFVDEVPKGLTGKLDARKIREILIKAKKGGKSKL
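Luminescence read by CCD imager after adding enzyme (10nM final) to wells holding compound, titrated in qHTS. Substrates 10uM each D-luciferin and ATP; buffer 50mM Tris acetate pH 7.5, 10mM Mg acetate, Tween-20, BSA.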
HEK cytotox: Cytotoxic Profiling in HEK 293 Cell Line of Diverse Libraries Using Quantitative High-Throughput Screening; HEK 293 viability, ATP luminescence (CellTiter-Glo), 48-72 h; Potency, µM (titrated, usually from 115 µM), for the others: at the highest dose activity change, negative = cytotoxicity, actives largely listed as inhibitors; hit rate 6.6% among 94,000; AID 1345083, 2018; also: potency is read from the fitted curve at half-maximal effect; nearly all actives have a fitted effect of over 60% in size
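250 HEK 293 cells/well; compound by pintool; incubated 48 or 72 hr at 37 degree Celsius; CellTiter-Glo added, 10 min RT, luminescence imaged.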
SNCA viab count: GF-AFC viability counterscreen for inhibitors of alpha-synuclein gene (SNCA) expression; HEK-293-SNCA-luc viability, GF-AFC fluorescence, 24 h; Potency, µM (top dose mostly 57.1 µM), without a hit: at the highest dose activity change, negative = cytotoxicity, actives largely listed as cytotoxic; hit rate 0.12% among 150,000; AID 1671193, 2021;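 also: potency is read from the fitted curve at half-maximal effect; 0% = DMSO-treated cells and -100% = medium-only wells without cells; nearly all actives have a fitted effect of over 30% in size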
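HEK-293-SNCA-luc cells (1500/well) plated 24 h, then exposed 24 h to a dilution series; GF-AFC added 30 min at 37C, fluorescence 405/540 nm; normalised to medium-only and DMSO wells, Hill fit.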
SNCA expr inhib: Primary qHTS assay for inhibitors of alpha-synuclein gene (SNCA) expression | Potency, µM (top dose mostly 57.2 µM), for inactives: at the top dose activity change, negative = inhibition, usual class: inhibitors | HEK-293 SNCA-luciferase knock-in, luminescence, 24 h | hit rate 0.17% among 140,000;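 also: potency is read from the fitted curve at half-maximal effect; plate controls were DMSO cells for no effect and cell-free wells for full effect; nearly all actives have a fitted effect of over 45% in size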
IP6K1 inhibitor: Primary qHTS assay for small molecule inhibitors of Inositol hexaphosphate kinase 1 (IP6K1); IP6K1 kinase, ADP-Glo luminescence, 2 h; active compounds read low; activity change, % (series mostly up to about 58 µM); hit rate 0.81% among 140,000; AID 1645851, 2021; in the data active = activity change below about -25%
Target sequence (Q92551 whole entry, looked up): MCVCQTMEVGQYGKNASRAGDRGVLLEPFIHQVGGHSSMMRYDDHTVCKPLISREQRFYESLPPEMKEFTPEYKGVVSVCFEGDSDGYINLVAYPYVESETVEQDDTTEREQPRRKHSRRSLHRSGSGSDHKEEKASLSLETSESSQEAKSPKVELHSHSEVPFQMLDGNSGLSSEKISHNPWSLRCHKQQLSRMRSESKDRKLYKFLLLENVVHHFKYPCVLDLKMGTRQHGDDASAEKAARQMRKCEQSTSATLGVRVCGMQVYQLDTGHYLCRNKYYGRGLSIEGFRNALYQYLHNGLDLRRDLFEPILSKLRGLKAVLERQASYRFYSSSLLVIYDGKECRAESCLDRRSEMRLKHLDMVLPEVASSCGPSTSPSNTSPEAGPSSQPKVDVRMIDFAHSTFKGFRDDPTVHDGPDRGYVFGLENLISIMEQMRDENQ
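ADP-Glo luminescence measures ADP made by human IP6K1 during a 2 h RT reaction with ATP/IP6 (mix at 1.3 mM/130 uM); top library doses 57.5 and 19.1 uM final.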
NIH3T3 tox: Cytotoxic Profiling in NIH 3T3 Cell Line of Diverse Libraries Using Quantitative High-Throughput Screening. NIH 3T3 viability, CellTiter-Glo ATP luminescence, 48-72 h. hit rate 4.3% among 94,000. AID 1345082, 2018. Potency, µM (top dose mostly 96.7 µM), inactives show at the top dose activity change, negative = cytotoxicity, most hits filed as inhibitors; also: potency is read from the fitted curve at half-maximal effect; nearly all actives have a fitted effect of over 55% in size
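Cytotoxicity was measured by CellTiter-Glo ATP luminescence after 48 or 72 h compound exposure at 37 °C. Mouse NIH 3T3 fibroblasts were seeded at 400 cells/well and dosed by 23 nL pin transfer.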
* = called active by the depositor; i = inactive; ? = inconclusive; · = no result given; & = joins results of further samples; [ ] = another dose, or the depositor's remark. Unless noted, calls follow the shape of the dose curve; as a rule, active = well fitted curve in the direction sought with a large enough effect; inconclusive = small, poorly fitted or top-dose-only effect, or another doubt; inactive = no such curve, though single readings can be large; an effect the other way counts as inactive or inconclusive. Unless noted, % is scaled to controls: 0 for no effect and ±100 for the full control effect. Some of the compounds tested, so the mix of outcomes need not match the whole.

SMILES	GPT2 inh	FLuc inh	HEK cytotox	SNCA viab count	SNCA expr inhib	IP6K1 inhibitor	NIH3T3 tox
CC(C)C(=O)N1CCC(CCOc2ccccc2F)C1 (stereo not given)	i	0%	?	6%	31%[activator]	8	?
O=C(C1CC1)N1CCC2(CC1)NC(=O)N(c1cccc(Cl)c1)N2	-26%	-3%	?	-10%	-7%	-3	?
CN(C)c1cc(=O)c2ccnc(-c3ccccc3F)c2o1	-14%[88.5 µM]	-18%[230 µM]	?	0%[87.6 µM]	-13%[87.6 µM]	-20	45µM*
CN1C(=O)C(CC(=O)NCc2noc(-c3c(F)cccc3F)n2)N(C)C1=O (stereo not given)	2%	-4%	1%	9%	0%	-18	i
COc1ccc(OC)c(NC(=O)CC2CCCCN(C)C2=O)c1 (stereo not given)	-3%	-6%	-21%	9%	5%	5	-7%
Cc1ccccc1OC(=O)CSc1nnc(-c2cccs2)o1	·	·	·	3%	8%	10	·
Cc1ccc(S(=O)(=O)NC[C@H]2O[C@@H](CO)[C@@H](O)[C@H]2N2CCN(c3cccc(C(F)(F)F)c3)CC2)cc1	-16%	-1%	?	-6%	-1%	-1	?
CN1CCN(Cc2cnn(-c3cccc(Cl)c3)c2)CC1CCO (stereo not given)	1%	-3%	-26%	-1%	24%	16	?
O=C1c2cc(N3CCOCC3)nc(-c3cccc(F)c3)c2CN1Cc1ccccc1	-13%[88.5 µM]	-3%[172 µM]	?	6%[87.6 µM]	-26%[87.6 µM]	11	?
O=C(c1ccc(F)cc1)N1CCC2(CC1)Cc1ccccc1NC2=O	-4%[88.5 µM]	-11%[172 µM]	-47%[172 µM]	-23%[87.6 µM]	?	-3	-15%[138 µM]
Cc1ccsc1C(=O)N1CCC(Oc2ccccc2)C1 (stereo not given)	-9%	·	?	10%	43%[activator]	-4	-27%
COc1ccc(-c2noc([C@@H]3CCCN3C(=O)c3ccc(F)c(Cl)c3)n2)cc1OC	5%	9%	40µM*	-11%	43%[activator]	8	?
Cc1c(C(=O)N2CCCCCC2)c(S(=O)(=O)N(Cc2ccccc2)C(C)(C)C)c(C)n1C	·	·	·	?	6%	-7	·
Cc1ccc(C(=O)N2CCC3(CC2)CCN(Cc2cccs2)c2ccccc2O3)cc1	-16%	-12%	?	?	-27%	-8	?
O=C(c1ccc(-c2cncnc2)cc1)N1CCC(N[S+](=O)([O-])c2cccc(C(F)(F)F)c2)CC1	4%	·	?	8%[12.5 µM]	?	-11	?
CCOc1cc(CN(C)C(=O)CC2C(=O)NCCN2Cc2ccccc2)ccc1OC (stereo not given)	i	2%	1%	?	-2%	-2	-3%
Cc1csc(NC(=O)[C@@H]2CCC[C@@H](NCc3cccnc3)CN(C)C(=O)C2)n1	-10%[88.5 µM]	-4%[172 µM]	i	1%[87.6 µM]	2%[87.6 µM]	2	i
O=C(c1c[nH]c2ncccc12)N1CCC(N2CCCC2)CC1	-5%[88.5 µM]	1%[172 µM]	-4%[172 µM]	6%[87.6 µM]	-15%[87.6 µM]	6	-14%[138 µM]
CCc1ccccc1N(CC)C(=O)c1cc2c(s1)-c1ccccc1OC2	·	·	·	-4%	-28%	-13	·
CC(C)c1ccc(NC(=O)C2CCN(c3cc(C(F)(F)F)ncn3)CC2)cc1	i	3%	?	-12%	-14%	-5	?
O=C([C@@H]1C[C@H](F)CN1C(=O)NCc1ccc(OC(F)(F)F)cc1)N1CCCCC1	-9%	7%	-26%	-28%	-10%	-13	-4%
CCOc1ccccc1C(=O)NC1CCN(c2cnn(C)c(=O)c2)CC1	i	8%	-12%	4%	0%	33	?
COc1ccc(NC(=O)CSc2n[nH]c(-c3ccccc3)n2)cc1Cl	·	·	·	-9%	?	-23	·
CC(C)c1cccc(C(C)C)c1NC(=O)Nc1ccc(Sc2ccc([N+](=O)[O-])cc2)cc1	-10%	·	·	-27%	·	17	·
Cc1cc(C)n(CCC(=O)NCCC2CCN(C(=O)Nc3ccccc3)CC2)n1	?	-8%	-8%	3%	8%	-3	-13%

One compound at a time, from the list above. Order of screens: GPT2 inh, FLuc inh, HEK cytotox, SNCA viab count, SNCA expr inhib, IP6K1 inhibitor, NIH3T3 tox
`Cc1ccsc1C(=O)N1CCC(Oc2ccccc2)C1` (stereo not given) as listed: -9%, ·, ?, 10%, 43%[activator], -4, -27%
`O=C(c1ccc(-c2cncnc2)cc1)N1CCC(N[S+](=O)([O-])c2cccc(C(F)(F)F)c2)CC1` as listed: 4%, ·, ?, 8%[12.5 µM], ?, -11, ?
`CN(C)c1cc(=O)c2ccnc(-c3ccccc3F)c2o1` as listed: -14%[88.5 µM], -18%[230 µM], ?, 0%[87.6 µM], -13%[87.6 µM], -20, 45µM*
`CN1CCN(Cc2cnn(-c3cccc(Cl)c3)c2)CC1CCO` (stereo not given) as listed: 1%, -3%, -26%, -1%, 24%, 16, ?
`CCOc1ccccc1C(=O)NC1CCN(c2cnn(C)c(=O)c2)CC1` as listed: i, 8%, -12%, 4%, 0%, 33, ?

Continued.
SMILES	GPT2 inh	FLuc inh	HEK cytotox	SNCA viab count	SNCA expr inhib	IP6K1 inhibitor	NIH3T3 tox
CC(C)(C)c1ccc(C(=O)N2C[C@@H](CO)[C@H](c3ccncc3)C2)cc1	-9%	-3%	-5%	4%	-13%	-5	-8%
c1coc(-c2nc(C3CCOC3)nn2C2Cc3ccccc3C2)c1 (stereo not given)	i	-7%	-9%	3%	-27%	2	?
COc1ccc(-c2nnc3n2CCN([S+](=O)([O-])c2ccccc2)C3)cc1	i	2%	i	-9%	-1%	1	-6%
COCCC(=O)N1CC(F)(F)C[C@H]1c1nc(-c2ccncc2)no1	i	-1%	-3%	6%	3%	0	i
c1coc(-c2nnc([C@H]3CCN(C4CCOCC4)C3)o2)c1	4%[88.5 µM]	-28%[230 µM]	-12%[230 µM]	7%[87.6 µM]	39%[activator][87.6 µM]	2	-19%[174 µM]
Cc1nc(CN2C[C@H](C(=O)NCc3cccc(F)c3)C[C@@H]2c2ccc(F)cc2)cs1	3%[88.5 µM]	2%[172 µM]	89µM*	-28%[87.6 µM]	-21%[87.6 µM]	15	?
CCN1CCSc2ccc(C(=O)NCc3ccc(OC(C)C)cc3)cc21	·	·	·	16%	32%[activator]	19	·
CCc1ccccc1NC(=O)CSc1nncn2c1cc1oc(C)cc12	·	·	·	-8%	-28%	9	·
Cc1cc(C)cc(C(=O)NCc2nnc3cc(-c4nc(C5CC5)no4)ccn23)c1	-2%	6%	-5%	-3%	-14%	14	-18%
Cc1cc(S(=O)(=O)N2CCC(n3cnnc3C)CC2)ccc1F	4%	1%	-3%	7%	14%	-1	i
COCCn1c2c(c(=O)n1-c1ccccc1)CCN(C(=O)c1cc3ccccc3[nH]1)C2	-13%[88.5 µM]	-6%[172 µM]	?	5%[87.6 µM]	-22%[87.6 µM]	19	?
Nc1ncnc2c1ncn2[C@@H]1O[C@H](COP(=O)(O)OP(=O)(O)OP(=O)(O)OP(=O)(O)OC[C@@H]2O[C@H](n3cnc4c(N)ncnc43)[C@@H](O)[C@H]2O)[C@@H](O)[C@H]1O	i	·	·	-9%	16%	·	·
C[C@H](NCc1ccc2c(c1)nc(NC(=O)c1ccc(-c3cn[nH]c3)s1)n2CCc1ccccc1)C(C)(C)C	4%	·	·	?	6.8µM*	·	·
Cc1cc(OCC(=O)NCCc2nc3ccccc3[nH]2)cc(C)c1Cl	·	·	·	9%	-6%	13	·
CC(C)CN1CCC(c2nc3ccc(F)cc3c(=O)[nH]2)CC1	-8%	1%[172 µM]	-2%[172 µM]	4%[87.6 µM]	-9%[87.6 µM]	20&-4	-6%[138 µM]
COc1ccc(CNC(=O)Cn2c(=O)oc3cc(S(=O)(=O)N4CCCCCC4)ccc32)cc1	·	·	·	-3%	-24%	4	·
O=C1NCCCCCN(C(=O)c2ccsc2)[C@H]2CCC[C@@H]12	i	-7%	1%	?	42%[activator]	-6	-5%
N#Cc1ccc(CN2C[C@@H]3C[C@H]2C(=O)Nc2ccccc2O3)cc1	-4%[88.5 µM]	13%[172 µM]	-16%[172 µM]	2%[87.6 µM]	-12%[87.6 µM]	0	?
COc1ccc(C(=O)N2CCn3c(nnc3[C@@H]3C[C@@H](O)CN3C(C)C)C2)cn1	i	6%	i	-4%[12.5 µM]	22%	-5	-2%
O=C(Nc1ccc2c(c1)CCC2)C1CCN(C(=O)c2ncn3c2COC(c2ccc(F)cc2)C3)CC1 (stereo not given)	i	28µM*	7%	6%	46%[activator]	-17	i
COC[C@@H]1CN(Cc2cc(F)c(F)c(F)c2)C[C@H]1C(N)=O	i	2%	3%	2%	-11%	15	3%
Cc1ccc2c(=O)cc(C(=O)Nc3sc4c(c3C(N)=O)CCCC4)oc2c1	·	·	·	-4%	-10%	10	·
Cc1noc([C@H]2CCN(C(=O)NCc3ccc(F)cc3)C[C@H]2NC(=O)C2CC2)n1	-12%	7%	-2%	-17%	-32%	-1	-5%
CS(=O)(=O)N[C@@H]1[C@@H](NC(=O)c2scc3c2CCCC3)[C@H]2CCO[C@H]21	-4%	-2%	-13%	5%	5%	10	-25%
CNC(=O)[C@@H]1CN(C(=O)Cn2ccnc2C)C[C@H]1c1nc(COC)no1	1%	3%	3%	-13%	1%	7	i
CCCNC(=O)c1c(NC(=O)c2ccccc2)sc2c1CCC(C(C)(C)C)C2 (stereo not given)	·	·	·	-6%	-8%	0	·
Cc1nc(C2CC(O)C2)cc(N2CCN(c3nc4ccccc4s3)CC2)n1 (stereo not given)	i	4%	?	?	?	-9	?
CCOc1ccc(CC(=O)NCCc2csc3nc(-c4ccccc4F)nn23)cc1	·	·	·	?	?	-12	·

Looked up above:
Result for Cc1noc([C@H]2CCN(C(=O)NCc3ccc(F)cc3)C[C@H]2NC(=O)C2CC2)n1 under HEK cytotox: -2%
Result for COc1ccc(CNC(=O)Cn2c(=O)oc3cc(S(=O)(=O)N4CCCCCC4)ccc32)cc1 under SNCA expr inhib: -24%
Result for c1coc(-c2nc(C3CCOC3)nn2C2Cc3ccccc3C2)c1 (stereo not given) under FLuc inh: -7%

2 entries drawn at random from those above:
SMILES	GPT2 inh	FLuc inh	HEK cytotox	SNCA viab count	SNCA expr inhib	IP6K1 inhibitor	NIH3T3 tox
CCN1CCSc2ccc(C(=O)NCc3ccc(OC(C)C)cc3)cc21	·	·	·	16%	32%[activator]	19	·
CN(C)c1cc(=O)c2ccnc(-c3ccccc3F)c2o1	-14%[88.5 µM]	-18%[230 µM]	?	0%[87.6 µM]	-13%[87.6 µM]	-20	45µM*
